Screens from PubChem BioAssay.
TCR act = activators of T cell receptors; primary human leukocytes, anti-CD3, IL-2 HTRF, 48 h; Potency, µM (doses to about 9.22 µM), for the others: at the top dose activation of IL-2 secretion, usual class: activators; 330,000 tested, under 10 active; AID 504894; further: % of control where 0% means no effect
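48 hr co-incubation of compounds, a-CD3 beads and primary human leukocytes; IL-2 quantified homogeneously by HTRF with anti-IL-2 K and d2 conjugates.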
Mito fusion yeast = mitochondrial division inhibition or fusion activation. Potency, µM (doses to about 46.1 µM), inactives show at the top dose growth rescue (activation), hits mostly activators. actives 0.23% (n = 320,000). S. cerevisiae fusion-defective mutant growth rescue, CellTiterGlo 48 h. AID 485298;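 further: potency means the concentration at half of the fitted maximal effect; % of control where 0% means no effect; nearly all actives have a fitted effect of over 45% in size; temperature-sensitive fusion mutants such as fzo1-1 at 37 °C on non-fermentable ethanol glycerol medium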
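Growth-rescue viability read-out: after 48 h at the non-permissive 37C in glycerol/ethanol YPEG, yeast mitochondrial fusion mutants are measured by CellTiterGlo luminescence; compounds (23 nl pinned per well) restoring growth score as division inhibitors or fusion activators.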
USP2a block = blocks human ubiquitin-specific protease USP2a; USP2 core, Ub-CHOP2 coupled fluorogenic reporter, 485/531; Potency, µM (top dose mostly 38.3 µM), for the others: at the top dose activity change, negative = inhibition, hits mostly inhibitors; actives 0.01% (n = 330,000);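 further: potency means the concentration at half of the fitted maximal effect; plate controls were DMSO wells for no effect and full inhibition by NEM control for full effect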
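USP2 core (10nM final) preincubated 30min RT with compound in 20mM Tris-HCl pH 8.0, 2mM CaCl2, 2mM beta-mercaptoethanol, 0.05% CHAPS; 25nM Ub-CHOP2 plus 25nM reporter substrate added, fluorescence (Ex485/Em531) read after 60min.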
Eya2 inh = inhibitors of human Eya2 phosphatase activity | recombinant Eya2, OMFP fluorescence dephosphorylation (OMFP is methylfluorescein phosphate) | Potency, µM (titrated, usually from 76.9 µM), inactives show at the highest dose activity, negative = inhibition, actives largely listed as inhibitors | actives 0.006% (n = 330,000) | AID 488837; further: potency means the concentration at half of the fitted maximal effect; on the % scale 0 is the no-effect control and ±100 the full control effect
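Eya2 (0.2 uM) preincubated 10 min at ambient with compound, then OMFP substrate added at 50 uM; 10 min reaction in 50 mM HEPES pH 7.5, 50 mM NaCl, 5 uM MgCl2, 0.05% BSA, 1 mM DTT. Fluorescence read at Ex 485/Em 525 nm.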
ELG1 repair inh = inhibitors of ELG1-dependent DNA repair in HEK293T cells; HEK293T ELG1-luciferase reporter, luminescence, 16 h; DNA damage induced by 5-fluorouridine; Potency, µM (series often up to 46.1 µM), inactives show at the highest dose activity change, negative = inhibition, usual class: inhibitors; actives 2.3% (n = 330,000); AID 504467; further: potency means the concentration at half of the fitted maximal effect; on the % scale 0 is the no-effect control and ±100 the full control effect; nearly all actives have a fitted effect of over 55% in size
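Reporter activity after DNA damage by 5-fluorouridine is monitored. Compound-treated cells incubate 16 hr at 37 °C, then ONE-Glo is added for 30 min before luminescence reading.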
KCNH2 3.1 block = KCNH2 3.1 (human) potassium channel inhibition | actives 0.95% (n = 340,000) | U2OS KCNH2 3.1, thallium flux FluxOr; stronger effect = lower value | AID 720553 | activity change, % (tested at about 1.8 µM);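 active means maximum activity change below -70%; inconclusive means maximum activity change from -70% to -50%; inactive means maximum activity change above -50%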;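 further: thallium influx rate constant from kinetic fluorescence after stimulation buffer; on the % scale 0 is the no-effect control and ±100 the full control effect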
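Normalized rate constant (relative to positive and negative DMSO controls) derived from a 2 min kinetic fluorescence read after stimulation; U2OS cells expressing the 3.1 isoform via virus at 1.77 x 10^8 /mL.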
hERG WT inh = inhibitors of human wildtype KCNH2 potassium channel; Q12809; activity change, % at 1.84 µM; U2OS, BacMam KCNH2, thallium flux FluxOr; stronger effect = lower value; actives 0.37% (n = 340,000);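 active means maximum activity change below -70%; inconclusive means maximum activity change between -70% and -50%; inactive means maximum activity change above -50%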; further: on the % scale 0 is the no-effect control and ±100 the full control effect
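U2OS cells transduced with wild-type KCNH2 virus are loaded with FluxOr dye for 45 min, and thallium flux is measured in kinetic reads before and after stimulation buffer. Rate constants are normalized to DMSO controls.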
TSHR antag = blocks TSH signaling through the human TSH receptor; P16473; TSHR-expressing cells, TSH-stimulated cAMP HTRF, 2 h; stronger effect = lower value; activity change, negative = inhibition, % at 11.5 µM; actives 0.2% (n = 330,000); AID 504810;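 active means activity change below a set negative limit, meaning inhibition stronger than a set level, cut at about -70% in these data; inconclusive means activity change between two set negative limits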; further: on the % scale 0 is the no-effect control and ±100 the full control effect
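TSHR-expressing cells were treated with compounds, then stimulated with TSH at EC80 (4nM final) for 2 hours at 37 deg C. Cellular cAMP was measured by HTRF competition between lysate cAMP and cAMP-d2 for a cryptate-labelled anti-cAMP antibody.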
TRPV1 ag = agonists of human vanilloid receptor 1 (TRPV1); Q8NER1; TRPV1-expressing cells, Fluo-8 calcium influx, agonist mode; actives 0.19% (n = 320,000); activation, % at 8.33 µM; AID 540275; in the data active means activation above about 80%; inconclusive means between about 30% and that limit; further: 0% is about no effect
Target sequence (Q8NER1 whole entry, looked up): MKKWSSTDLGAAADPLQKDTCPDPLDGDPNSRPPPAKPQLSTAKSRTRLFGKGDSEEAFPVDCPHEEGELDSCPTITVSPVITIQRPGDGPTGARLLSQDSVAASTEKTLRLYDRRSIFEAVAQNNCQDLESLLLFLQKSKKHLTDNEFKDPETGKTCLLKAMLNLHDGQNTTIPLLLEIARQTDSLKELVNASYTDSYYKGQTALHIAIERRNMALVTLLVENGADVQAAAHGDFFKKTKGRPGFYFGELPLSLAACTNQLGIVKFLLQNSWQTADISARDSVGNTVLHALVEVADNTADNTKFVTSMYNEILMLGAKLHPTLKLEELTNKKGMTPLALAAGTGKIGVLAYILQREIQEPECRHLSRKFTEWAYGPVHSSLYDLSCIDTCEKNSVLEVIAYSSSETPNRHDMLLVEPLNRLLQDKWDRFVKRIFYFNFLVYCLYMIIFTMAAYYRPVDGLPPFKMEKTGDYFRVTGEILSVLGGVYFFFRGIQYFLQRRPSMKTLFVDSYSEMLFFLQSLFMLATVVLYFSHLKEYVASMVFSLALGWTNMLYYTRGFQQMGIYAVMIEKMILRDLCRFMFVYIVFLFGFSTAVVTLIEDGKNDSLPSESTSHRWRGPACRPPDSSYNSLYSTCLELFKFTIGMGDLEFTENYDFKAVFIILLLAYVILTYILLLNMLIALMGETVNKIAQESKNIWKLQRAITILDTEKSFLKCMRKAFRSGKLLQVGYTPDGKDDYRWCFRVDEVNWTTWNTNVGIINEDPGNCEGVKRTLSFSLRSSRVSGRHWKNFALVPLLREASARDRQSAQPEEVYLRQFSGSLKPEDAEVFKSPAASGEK
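Fluo-8 calcium influx in TRPV1-expressing cells, kinetic read (ex 480/em 520 nm). Compound added and read 3 min for agonist activity, followed by capsaicin at EC20 final and 2 min further read for enhancement.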
AT treatment = potential ataxia-telangiectasia treatment | […] A-T fibroblasts, KAP-1 phosphorylation AlphaLISA; neocarzinostatin DNA damage 30 min before lysis | Potency, µM (top dose mostly 57.5 µM), for inactives: top-dose activation, hits mostly activators | actives 0.19% (n = 320,000) | AID 485349; further: potency means the concentration at half of the fitted maximal effect; % of control where 0% means no effect; nearly all actives have a fitted effect of over 45% in size
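ATM-like activity read as KAP-1 phosphorylation via AlphaLISA donor/acceptor antibody pairs after lysis and 6 hr at 25C. Cells were ATM-null patient fibroblasts ([…], hTERT), dosed 60 min, then exposed to the DSB inducer NCS for 30 min.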
The depositor's hits bear a star; ? = inconclusive; . = no result given; [ ] = dose if it differs, or a comment. Unless noted, the call rests on the fitted dose curve; in most records, active means well fitted curve in the direction sought with a large enough effect; inconclusive means small, poorly fitted or top-dose-only effect, or another doubt; inactive means no such curve, though single readings can be large; an effect the other way counts as inactive or inconclusive. Not all compounds are listed. The share of hits here may be higher or lower than overall.

no. | smiles | USP2a block | KCNH2 3.1 block | TSHR antag | TRPV1 ag | AT treatment | TCR act | Mito fusion yeast | hERG WT inh | Eya2 inh | ELG1 repair inh
1 | Cn1c(COc2ccccc2)nnc1SCCC(=O)Nc1ccccc1 | 3% | -1 | -12 | 0 | 5% | 5% | -1% | 12 | -6% | 17%
2 | CCn1nc(C)cc1C(=O)N1CCCC(C(=O)c2cccc(OC)c2)C1 (centres undefined) | 1% | -29 | 5 | 2 | -6% | -3% | -5% | -1 | 21% | -19%
3 | Cc1ccc(N(C)C(=O)N2CCN(S(=O)(=O)c3ccc(C)cc3)CC2)cc1 | 0% | 10 | 9 | ? | 3% | 3% | 6% | 9 | -8% | 2%
4 | COc1ccc(Cc2nc(-c3cccs3)no2)cc1OC | 2% | -1 | -21 | . | 22% | -8% | -2% | 1 | 20% | -6%
5 | O=C1CC(N2CCN(c3ccc(F)cc3)CC2)C(=O)N1Cc1cccs1 (centres undefined) | 0% | -10 | 11 | -1 | . | 0% | 9% | 3 | -27% | -6%
6 | O=C(NCC(=O)N1CCN(c2ncccn2)CC1)c1ccccc1F | 5% | 2 | . | . | -3% | 2% | . | 0 | -8% | ?
7 | CC(C)Cc1nnc(NC(=O)CCC(=O)N2CC(C)CC(C)C2)s1 (centres undefined) | 1% | -9 | -2 | 10 | 1% | 6% | 0% | 10 | 11% | -2%
8 | Cc1ccc(C(c2c(O)nc3n(c2=O)CCS3)c2c(O)nc3n(c2=O)CCS3)cc1 | 2% | -2 | 10 | 1 | 2% | -3%[46.1 µM] | -2% | -4 | 4% | 8%
9 | Cc1ccccc1OCCn1nc(C(=O)O)c2ccccc2c1=O | ? | -18 | -24 | -3 | -4% | -4% | 14% | -5 | -5% | -12%
10 | CCOc1ccccc1NC(=O)CSc1n[nH]c(N)n1 | 2% | -4 | 11 | -3 | 2% | -2% | 0% | -4 | 12% | -7%
11 | O=C(NCc1ccccc1)C1(CC2CC(c3ccccc3)=NO2)CCNCC1 (centres undefined) | 1% | . | -11 | 2 | ? | 1% | -6% | . | 4% | -2%
12 | COc1cc2c(cc1OC)C(c1ccc(C)o1)CC(=O)N2 (centres undefined) | -7% | 0 | 3 | 0 | -3% | -1% | 1% | -3 | 9% | 8%
13 | CCN1CCN(Cc2ccc(NC(=O)c3ccc(C)c(NC(=O)c4cccc(-c5cn[nH]c(=O)c5)c4)c3)cc2C(F)(F)F)CC1 | -26% | 0 | -3 | -3 | -32% | 1% | -2% | -10 | -4% | ?
14 | CCOC(=O)CCNC(=O)N1CCCC(C(=O)c2cccc(OC(C)C)c2)C1 (centres undefined) | 1% | -2 | 6 | 4 | 1% | . | -2% | -5 | -6% | -13%
15 | CCc1nc2sc3c(=O)n(N)cnc3c2c2c1COC(C)(C)C2 | 3% | . | 4 | 2 | 0% | 9%[46.1 µM] | -3% | . | 6% | ?

Entries listed so far that have a thiophene ring, fused or not, in the order listed:
no. | smiles | USP2a block | KCNH2 3.1 block | TSHR antag | TRPV1 ag | AT treatment | TCR act | Mito fusion yeast | hERG WT inh | Eya2 inh | ELG1 repair inh
4 | COc1ccc(Cc2nc(-c3cccs3)no2)cc1OC | 2% | -1 | -21 | . | 22% | -8% | -2% | 1 | 20% | -6%
5 | O=C1CC(N2CCN(c3ccc(F)cc3)CC2)C(=O)N1Cc1cccs1 (centres undefined) | 0% | -10 | 11 | -1 | . | 0% | 9% | 3 | -27% | -6%
15 | CCc1nc2sc3c(=O)n(N)cnc3c2c2c1COC(C)(C)C2 | 3% | . | 4 | 2 | 0% | 9%[46.1 µM] | -3% | . | 6% | ?

Next entries:
no. | smiles | USP2a block | KCNH2 3.1 block | TSHR antag | TRPV1 ag | AT treatment | TCR act | Mito fusion yeast | hERG WT inh | Eya2 inh | ELG1 repair inh
16 | CSc1ccc(CN(C)Cc2nc3ccccc3c(=O)[nH]2)cc1 | -1% | -9 | 10 | 1 | -36% | -1% | 1% | -1 | 8% | ?
17 | Cc1ccc(S(=O)(=O)N2CCOCC2)c(C)c1NS(C)(=O)=O | 4% | -10 | 7 | 2 | -1% | 1%[46.1 µM] | -3% | -3 | -3% | 9%
18 | COc1ccccc1N1CCN(CCC(=O)Nc2cccc(Cl)c2)CC1 | 3% | ? | -4 | ? | -18% | 6% | -4% | . | -9% | -27%
19 | C=CCn1c(=O)c2ccccc2n2c(SCC(=O)NC(C)C)nnc12 | 4% | 0 | -6 | 0 | -2% | -2% | 8% | -8 | 4% | 7%
20 | CC(C)(C)OCC(NC(=O)C(CC(N)=O)NC(=O)OC(C)(C)C)C(=O)OC(C)(C)C (centres undefined) | 1% | -2 | -8 | 7 | -7% | 4% | 2% | -15 | -6% | -5%
21 | O=C(NC1(C(F)(F)F)NC(=O)N(c2ccc(F)cc2)C1=O)c1ccncc1 (centres undefined) | 4% | -1 | 11 | -5 | 2% | 8%[46.1 µM] | -9% | -6 | -11% | 13%
22 | N#Cc1cc2c([nH]c1=S)CCCCCC2 | 1% | 6 | 7 | -2 | -1% | -21% | -6% | 2 | -4% | 12%
23 | O=C(Cn1c(=O)c2c(ncn2C2CCCC2)n(Cc2ccccc2)c1=O)N1CCc2ccccc21 | -12% | 12 | 4 | 20 | -4% | 2% | 10% | -9 | -31% | -1%
24 | COc1ccc(CC(=O)Nc2ccc(N3CCCC3)c(C)c2)cc1 | 2% | -10 | -9 | 17 | -6% | 0% | -9% | -7 | -25% | 5%
25 | COc1ccc(/C=N/NC(=O)c2ccccc2OC)cc1COc1ccccc1[N+](=O)[O-] | 0% | -23 | 8 | -2 | 1% | 0% | -3% | 21 | -8% | 13µM*
26 | CCc1nnc(NC(=O)CSc2nnc(-c3ccccc3O)o2)s1 | 2% | 9 | 23 | -3 | 3% | 1% | 10% | 4 | -17% | 0%
27 | Cc1cccc(NC(=O)C2COc3ccccc3O2)c1 (centres undefined) | 1% | 12 | 0 | ? | 7% | -2% | -2% | -1 | -12% | ?
28 | CC(=O)Nc1ccc(S(=O)(=O)N[C@@H](C)C(=O)OCc2ccc(Cl)cc2)cc1 | 0% | 13 | -10 | 0 | -6% | 2%[46.1 µM] | 6% | -5 | -5% | -1%
29 | Cc1ccc(C)c(NC(=O)c2nc(Cl)ccc2Cl)c1 | 0% | 15 | 3 | 6 | 10% | -3% | 2% | 4 | -4% | ?
30 | O=C(COC(=O)Cc1cccs1)Nc1ccc(F)c(F)c1F | 4% | -1 | 6 | 17 | 4% | -11% | 1% | -11 | 11% | 0%

(more compounds)
no. | smiles | USP2a block | KCNH2 3.1 block | TSHR antag | TRPV1 ag | AT treatment | TCR act | Mito fusion yeast | hERG WT inh | Eya2 inh | ELG1 repair inh
31 | COc1ccc(OC)c(NC(=O)CN(c2ccc(OC)c(Cl)c2)S(C)(=O)=O)c1 | 2% | 8 | 2 | -1 | 14% | 12% | 0% | -1 | -8% | -6%
32 | NS(=O)(=O)c1ccc(NC(=O)CN2CCc3ccccc32)cc1 | -1% | -15 | 4 | 2 | 1% | -2% | 0% | -4 | -10% | -5%
33 | COC(=O)c1cc(OC)c(OC)cc1NC(=O)C(C)c1ccc([N+](=O)[O-])cc1 (centres undefined) | -2% | 3 | -7 | 24 | 0% | -1%[46.1 µM] | 20% | -18 | -2% | ?
34 | COc1cccc(OCCNc2cc(N3CCOCC3)ccc2[N+](=O)[O-])c1 | 0% | 3 | -11 | 5 | -22% | -2%[46.1 µM] | 11% | 2 | -15% | ?
35 | CN(C)C(=S)NC1(C)CCS(=O)(=O)C1 (centres undefined) | -2% | -3 | 3 | 2 | -4% | -3% | -6% | 6 | 6% | ?
36 | O=C(Nc1ccc(F)c(Cl)c1)c1ccc2c(=O)n3c(nc2c1)CCCCC3 | 0% | ? | -29 | ? | 2% | 1% | 0% | -14 | -15% | ?
37 | CC(=O)Nc1ccc(NC(=O)Cn2c(CC(=O)N3CCCC3)nc3ccccc32)cc1 | 0% | 19 | 24 | 1 | 3% | -5% | 0% | 17 | 16% | ?
38 | Cn1c(N)c(C(=O)COC(=O)COc2ccc(Br)cc2)c(=O)n(C)c1=O | -4% | -11 | 19 | -2 | 3% | 4% | -2% | 22 | 6% | 9%
39 | Cc1cc(-c2[nH]nc3c2C(c2ccsc2)C(C#N)=C(N)O3)c(C)s1 (centres undefined) | -2% | 16 | -1 | 0 | 1% | 4% | 2% | -10 | -10% | 1%
40 | OC(C[n+]1ccccc1)c1ccccc1 (centres undefined) | -1% | 0 | -9 | 5 | 4% | -2% | 1% | 5 | 2% | 5%

An excerpt from above, reduced to TSHR antag, KCNH2 3.1 block and TRPV1 ag.
| cpd | molecule | TSHR antag | KCNH2 3.1 block | TRPV1 ag |
| --- | --- | --- | --- | --- |
| 23 | O=C(Cn1c(=O)c2c(ncn2C2CCCC2)n(Cc2ccccc2)c1=O)N1CCc2ccccc21 | 4 | 12 | 20 |
| 34 | COc1cccc(OCCNc2cc(N3CCOCC3)ccc2[N+](=O)[O-])c1 | -11 | 3 | 5 |
| 30 | O=C(COC(=O)Cc1cccs1)Nc1ccc(F)c(F)c1F | 6 | -1 | 17 |
